# Screens as filed in PubChem.
# Growth percent in the NCI-60 one-dose screen (48 h, 10 µM unless noted): 100 = growth as untreated, 0 = no growth, -100 = all killed.
# UACC-62 = UACC-62 melanoma; hit rate 5.4% among 81,000
# LOX IMVI = LOX IMVI melanoma; hit rate 7.4% among 79,000; AID 1794757
# MALME-3M = MALME-3M melanoma; AID 1794766; hit rate 5.8% among 78,000
# HS 578T = HS 578T breast cancer; hit rate 4.1% among 78,000
# T-47D = T-47D breast cancer | AID 1794792 | hit rate 5% among 79,000
# BT-549 = BT-549 breast cancer; hit rate 4.4% among 78,000; AID 1794793
# MCF7 = MCF7 breast cancer; hit rate 6.3% among 82,000
# UACC-257 = UACC-257 melanoma | hit rate 4.4% among 78,000
# * marks the source's active call; other numbers are inactive results; / = not tested or not shown; & = joins results of further samples. The calls were made as follows: active = growth percent below 10; inactive = the rest. The list is partial; count on the stated rates, not on these rows.
SMILES,UACC-62,LOX IMVI,MALME-3M,HS 578T,T-47D,BT-549,MCF7,UACC-257
COc1cc2c(cc1OC)[C@@H]1C(=O)c3ccc4c(c3O[C@@H]1CO2)C[C@H](C(C)C)O4,66.7,53.0,56.5,114.6,33.2,44.8,46.3,58.0
CCCCC/C=C\C/C=C\C/C=C\C/C=C\CCCC(=O)NCC(=O)O,104.5,101.1,109.1,117.8,103.1,124.0,108.8,117.9
O=[N+]([O-])c1ccc(Cl)cc1,97.2,111.6,107.3,121.3,95.5,/,92.8,97.9
CN(C)c1ccc(C=C2C(=O)NC(=O)NC2=O)cc1,94.5,85.8,96.4,91.7,76.1,/,100.4,-19.7*
CN(C)CCCNC(=O)/C(C#N)=C/c1ccc(N(CCCl)CCCl)cc1,90.5,90.6,114.0,102.2,88.9,82.0,62.7,96.1
COC(=O)C12NC1(c1ccccc1C(F)(F)F)OC(=O)C2c1ccccc1 (configuration not stated),92.9,96.5,/,102.6,97.4,90.9,91.0,101.2
CNC(=O)Oc1c(Cl)cccc1SSc1cccc(Cl)c1OC(=O)NC,89.0,97.1,/,99.3,91.4,100.5,109.2,110.7
Nc1nc(N)c(-c2ccc(Cl)cc2)c(COc2ccc(NC(=O)Nc3cccc(S(=O)(=O)F)c3)cc2)n1,105.3,101.0,90.9,80.4,119.2,96.0,88.1,99.2
CC1(C)C(C(=O)c2cn(CCF)c3ccccc23)C1(C)C,96.4,90.7,91.0,95.3,77.8,109.1,102.5,71.5
CCOP(=S)(OCC)Oc1cc(C)nc(C(C)C)n1,107.6&97.7,100.1&93.1,103.7&98.5,115.8&98.8,109.3&114.8,/,92.3&88.5,99.9&104.8
CC[C@H](C)[C@H](NC(=O)c1cccn1C)C(=O)N(C)[C@H](C[C@@H](OC(C)=O)c1nc(C(=O)N[C@@H](Cc2ccccc2)C[C@H](C)C(=O)OC)cs1)C(C)C,40.4,15.2,73.6,27.0,64.0,-27.0*,15.0,51.8
N#CC1=C(N)Oc2cc3c(cc2C1c1cccs1)OCO3 (configuration not stated),31.1,37.2,40.0,24.6,42.8,44.6,15.7,60.8
c1cc(CCNC2CCCCC2)ccn1,96.8,95.2,103.4,106.0,111.1,118.1,98.9,109.7
CN1CCN(C(=O)COc2ccc3c(c2)CCCC(=O)N3)CC1,106.1,104.4,96.5,88.3,96.3,108.1,94.0,109.1
CCOC(=O)N(N=O)c1ccccc1,100.2,111.9,116.9,114.1,107.7,105.7,99.9,101.5
O=[N+]([O-])c1c(Cl)sc(Cl)c1[N+](=O)[O-],81.7,90.8,91.9,93.6,98.2,113.8,85.7,79.2
O=C([O][Hg][CH2]C1OCCOC1[CH2][Hg][O]C(=O)c1ccccc1)c1ccccc1 (configuration not stated),105.9,-92.7*,-98.3*,113.5,-64.1*,75.5,-31.7*,-96.4*
CCOP(=S)(OCC)N1CC1,98.8,87.8,134.6,110.3,101.5,97.4,94.6,99.3
OCCN1CCN(c2ccccc2)CC1,88.7,100.0,100.8,120.6,92.3,96.2,82.3,90.5
CCc1ccccc1-n1c(C)nc2ccccc2c1=O,98.4,84.8,96.2,/,92.0,92.5,99.9,101.4
COc1cc(/C=N/C2=C(C#N)C(c3ccco3)c3c(c4cc(C)ccc4oc3=O)O2)cc(OC)c1OC (configuration not stated),55.6,88.5,97.2,64.3,88.2,91.1,70.1,94.2
CCCCCCOc1ccc(C(=O)Oc2ccc(CSP(=O)(OCC3OC(n4cnc5c(N)ncnc54)CC3O)OC3C(CO)OC(n4ccc(=O)[nH]c4=O)C3OC)cc2)cc1 (configuration not stated),80.0,85.0,58.7,104.8,87.0,62.1,68.8,66.5
COC(=O)[C@@]1(C)CC[C@]2(C)CC[C@]3(C)C4=CC(=O)c5c(cc(O)c(O)c5C)[C@]4(C)CC[C@@]3(C)[C@@H]2C1,28.3,50.7,105.7,79.5,54.1,82.1,41.9,41.9
ClCCN(CCCl)c1nc(Cl)c(C2CC(c3ccc(Cl)cc3)=NN2c2cc(Cl)cc(Cl)c2)s1 (configuration not stated),82.7,106.3,107.1,89.7,98.8,103.3,95.1,94.4
N#CCN,109.2,92.3,101.6,89.4,78.0,101.9,106.8,/
CCOC(=O)C1C(=O)C(CN(CCCl)CCCl)C(=O)C(C(=O)OCC)C1c1ccc(O)cc1 (configuration not stated),82.5,83.1,100.0,129.2,90.8,102.0,78.9,96.5
Cc1ccccc1N1COOC2(OOC1)C1CC3CC(C1)CC2C3,107.8,95.7,102.8,106.4,100.8,105.5,99.3,98.5
COc1cc2c(cc1OC)C(C)NCC2 (configuration not stated),107.7,87.6,101.3,/,97.1,101.3,102.5,106.1
COc1cc(/C=C\c2cc(OC)c(OC)c(OC)c2)cc(N/C=C\C(=O)c2cn(C)c3ccccc23)c1OC,59.3,83.1,82.9,72.3,61.5,75.0,52.8,92.1
CCC1CCC(=O)O1 (configuration not stated),113.6&113.6,102.9&97.5,115.7&98.2,107.7&106.3,118.0&93.5,128.6&116.4,104.7&90.5,105.0
NC(=S)Nc1ccccc1,103.3,100.1,122.8,136.6,114.7,/,105.8,106.6
C=CCCC1(CCC)C(=O)NC(=O)NC1=O,99.9,105.3,117.0,106.6,129.2,103.3,101.1,94.7
O=C(O)C(Br)C1CCCCC1 (configuration not stated),99.2,101.8,104.5,103.9,82.6,/,93.8,110.2
CC[C@H](C)[C@H](NC(=O)NC(C)(C)C)C(=O)N(C)[C@H](C[C@@H](OC(C)=O)c1nc(C(=O)N[C@@H](Cc2ccccc2)C[C@H](C)C(=O)OC)cs1)C(C)C,/,16.0,48.8,3.7*,53.5,-14.6*,13.1,43.8
O=C(O)c1ccccc1C(=O)OO,112.6,98.2,99.8,94.1,115.3,104.9,104.0,109.5
C/C(=C\c1ccn(-c2ccc(N)c(C(F)(F)F)c2)n1)[C@@H]1C[C@@H]2O[C@]2(C)CCC[C@H](C)[C@H](O)[C@@H](C)C(=O)C(C)(C)[C@@H](O)CC(=O)O1,20.7,26.2,51.7,25.1,47.6,28.2,17.0,64.3
CCCCOC(=O)c1ccccc1C(=O)OCCCC,90.2,95.9,88.3,108.2,102.0,/,123.9,96.8
Nc1ccc(N)cc1,95.3,95.6,107.1,123.7,107.0,94.3,94.3,109.2
COc1ccc(/C=C\c2cc(OC)c(OC)c(OC)c2)cc1OCC(=O)Nc1nc2ccc(F)cc2s1,32.4,19.1,38.3,33.8,38.3,53.7,17.1,51.0
CNC(C)C(O)c1ccc(O)cc1 (configuration not stated),103.3&104.7,101.6&100.0,107.1&111.4,101.9,108.1&111.0,94.5,101.3&118.3,98.7&100.9
CCCCCCCCCCCCCCCC[n+]1ccccc1,-46.2*,-79.8*,-38.0*,-12.5*,-1.0*,-73.3*,-2.3*,-26.1*
O=S(=O)(F)c1ncnc2nc[nH]c12,89.8,85.8,100.4,77.1,91.3,100.4,84.1,105.4
CCC1(CC)COP(=O)(OCC(Cl)CCl)OC1 (configuration not stated),89.0,100.1,110.2,109.2,86.5,106.9,99.2,111.8
CN(C)C(=O)Oc1ccccc1,108.5,92.4,109.4,/,104.9,117.6,103.8,98.9
Nc1ccc(CCc2ccc(Cl)cc2S(=O)(=O)F)c(Cl)c1,103.1,101.7,93.1,99.8,97.3,89.3,93.5,98.5
Cc1c(O)c(CN(CCCl)CCCl)cc(CN(CCCl)CCCl)c1O,89.1,77.4,93.1,86.3,79.3,99.1,67.5,92.8
O=C(CCCN1CCC(n2c(=O)[nH]c3ccccc32)CC1)c1ccc(F)cc1,100.7,100.9,129.3,97.4,95.8,121.2,90.8,134.3
O=[N+]([O-])CC(OCCCc1ccccc1)C(Cl)(Cl)Cl (configuration not stated),93.5,102.0,111.6,99.5,99.2,108.1,102.5,100.8
NN=C1C(Cl)=C(Cl)C(Cl)=C1Cl,93.8,82.8,93.7,107.4,90.6,92.5,86.6,90.3
COc1ccc(C=C2C(=O)NC(=S)NC2=O)cc1OC,116.2,98.3,/,100.2,108.4,105.6,106.8,103.8
CCC1C2CC3C4N(C)c5ccccc5C45CC(C2C5O)N3C1O (configuration not stated),90.9&93.3,90.1&109.7,105.6&102.3,98.9&99.4,90.8&87.6,102.5&109.1,97.6&103.9,91.8&84.4
OC1CC2CC1C1C2C2(Cl)C(Cl)=C(Cl)C1(Cl)C2(Cl)Cl (configuration not stated),60.0,87.3,89.7,/,85.3,111.3,79.1,88.7
C=CCN1CC[C@]23c4c5ccc(O)c4OC2C(=O)CC[C@@]3(O)[C@H]1C5 (some centres not stated),107.7,100.0,91.9,108.0,107.2,97.5,97.7,106.1
CCOc1cc(CNC(C)C(O)c2ccccc2)cc(Cl)c1OCC (configuration not stated),98.0,101.6,126.0,110.7,89.9,98.3,102.9,107.5
O=P(Oc1ccc(-c2ccccc2)cc1)(N1CC1)N1CC1,63.6,95.7,94.3,106.4,100.2,107.5,90.1,87.9
O=c1oc2ccccc2n1SC(Cl)(Cl)Cl,102.4,/,102.6,111.0,100.1,95.0,103.1,103.6
CCOC(=O)c1ccccc1N,77.5,100.1,98.2,101.1,115.2,97.1,113.1,106.9
Cc1ccccc1NC(N)=S,103.1,102.4,94.7,104.6,192.6,115.1,109.8,111.3
O=[N+]([O-])c1ccc(Br)c([N+](=O)[O-])c1,103.3,13.3,68.6,104.7,54.4,103.9,52.5,74.3
Cc1ccc(CCl)cc1,100.5,98.9,96.9,108.5,76.5,105.0,100.9,97.8

# Random excerpt: six records from the list, in no set order.
SMILES,UACC-62,LOX IMVI,MALME-3M,HS 578T,T-47D,BT-549,MCF7,UACC-257
COc1ccc(C=C2C(=O)NC(=S)NC2=O)cc1OC,116.2,98.3,/,100.2,108.4,105.6,106.8,103.8
O=C(CCCN1CCC(n2c(=O)[nH]c3ccccc32)CC1)c1ccc(F)cc1,100.7,100.9,129.3,97.4,95.8,121.2,90.8,134.3
Cc1c(O)c(CN(CCCl)CCCl)cc(CN(CCCl)CCCl)c1O,89.1,77.4,93.1,86.3,79.3,99.1,67.5,92.8
Cc1ccc(CCl)cc1,100.5,98.9,96.9,108.5,76.5,105.0,100.9,97.8
CCC1C2CC3C4N(C)c5ccccc5C45CC(C2C5O)N3C1O (configuration not stated),90.9&93.3,90.1&109.7,105.6&102.3,98.9&99.4,90.8&87.6,102.5&109.1,97.6&103.9,91.8&84.4
OC1CC2CC1C1C2C2(Cl)C(Cl)=C(Cl)C1(Cl)C2(Cl)Cl (configuration not stated),60.0,87.3,89.7,/,85.3,111.3,79.1,88.7

# Rewritten with tabs: two of the compounds above.
Compound	UACC-62	LOX IMVI	MALME-3M	HS 578T	T-47D	BT-549	MCF7	UACC-257
CCOC(=O)c1ccccc1N	77.5	100.1	98.2	101.1	115.2	97.1	113.1	106.9
Cc1ccc(CCl)cc1	100.5	98.9	96.9	108.5	76.5	105.0	100.9	97.8

# Additional structures.
SMILES,UACC-62,LOX IMVI,MALME-3M,HS 578T,T-47D,BT-549,MCF7,UACC-257
Sc1c(Cl)c(Cl)c(Cl)c(Cl)c1Cl,99.2,86.5,117.9,103.6,90.8,104.2,88.2,91.6
CCOC(=O)C1(c2ccc(O)c(O)c2)CCN(C)CC1,91.9,96.3,98.8,97.4,94.6,88.4,91.8,101.2
CCC(C#N)NC(C)Cc1ccccc1 (configuration not stated),98.3,99.1,107.6,107.2,/,106.2,95.2,113.5
Cc1ccccc1O,107.4,91.5,114.7,132.3,94.9,101.8,119.0,106.2
O=c1oc2ccc(-c3ccc(F)cc3F)cc2c(=O)n1-c1ccc([N+](=O)[O-])c(C(F)(F)F)c1,93.2,89.5,90.8,104.6,95.0,131.3,97.4,116.5
O=C(/C=C/c1sc(N(CCCl)CCCl)nc1Cl)c1ccc2c(c1)OCO2,91.7,100.9,106.7,79.4,69.2,106.4,69.0,99.4
CC12CCC(C(S(=O)(=O)O)C1=O)C2(C)C (configuration not stated),97.1,75.3,86.5,/,93.2,102.7,102.6,95.9
N#CC(NC(=O)CCl)=C(Cl)Cl,-5.7*,-56.4*,-79.1*,14.8,-30.0*,38.9,18.5,3.3*
N#Cc1nc(-c2ccc(Cl)cc2)oc1N1CCC(S(=O)(=O)F)CC1,86.5,98.8,96.8,98.3,106.8,102.9,91.6,106.6
CCOP(=O)(CCCP(=O)(OCC)OCC)OCC,107.1,108.2,108.7,105.6,100.2,105.4,90.2,101.5
O=C1Nc2ccccc2C2c3cccn3-c3ccccc3CN12 (configuration not stated),35.0,63.0,52.0,64.2,27.7,50.7,38.8,57.3
CC(=O)Nc1nc2c(s1)CC[C@@]1(C)C2=CC[C@H]2[C@@H]3CC[C@H](O)[C@@]3(C)CC[C@@H]21,34.9,53.6,56.9,60.5,82.0,42.6,24.6,82.0
COc1cccc(C(Cc2ccccc2)NCCO)c1OC (configuration not stated),92.5,96.7,96.7,109.4,49.0,77.1,96.7,95.2
CC1=C2CC[C@H]3[C@@H](CCC4=CC(=O)CC[C@@]43C)[C@@H]2CC1,104.5,101.1,93.3,108.2,118.6,110.5,108.8,104.8
S=P(c1ccccc1)(c1ccccc1)c1cccc2ccccc12,72.8,98.7,88.0,91.6,66.9,111.3,79.2,81.9
CC1=C(C)CC2(C(=O)NC(=S)NC2=O)C(C)C1 (configuration not stated),100.0,99.2,103.0,93.6,89.8,112.4,90.9,108.9
CC(C)c1cc(Cl)cc(C(C)C)c1OCCCN(C)C,89.1,98.2,114.6,92.2,75.3,89.9,87.1,98.2
